Compound activity: PubChem, Broad Institute
INS-1E GSIS act – primary screen for activators of insulin secretion dependent on glucose, INS-1E cells, GLuc reporter luminescence | INS-1E GLuc reporter insulin secretion, 2-3 h | 370,000 compounds, 0.61% hits | activation, % at 16.6 µM;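 active means lowest replicate activation of at least 40%, so every replicate reaches that level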;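 further: 0% = median of neutral control wells and 100% = median of IBMX positive control wells; some compounds called inactive have numbers as strong as hits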
miR-122 sensor – miR-122 inhibition in Huh7 cells; Huh7 miR-122 Renilla luciferase sensor, 48 h; neutral wells = 0, positive control = 100; activation (reporter increase), % at 12.5 µM; 340,000 compounds, 0.3% hits; AID 602342;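 active means mean replicate activation score at least 90 and every replicate individually at or above 90; inconclusive means only one of the two criteria met; inactive means neither criterion met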;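 further: higher luciferase means less miR-122 activity so hits act as miR-122 inhibitors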
F508del corr – CFTR F508del correction in bronchial cells. 350,000 compounds, 0.36% hits. activity (quench increase), % at 7.58 µM. CFBE cells, YFP halide quenching; stimulated with forskolin plus potentiator P3; % fluorescence drop versus neutral controls. AID 720511;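 active means mean added fluorescence quench of at least 8% versus neutral control, with both replicates also reaching 8%; inconclusive means only one of the mean or replicate conditions met; inactive means mean below 8% and not both replicates reaching 8%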;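 further: cells transiently co-express mutant CFTR-F508del with the halide-sensitive YFP; corrector assay measuring rescue of mutant channel to the surface after 24 h compound exposure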
DENV2 CPE – protects cells from dengue virus 2 cytopathic effect. DENV2-infected cells, cytopathic effect rescue, plate reader. 350,000 compounds, 1.7% hits. CPE inhibition, % at 9.99 µM; in the data active means CPE inhibition above about 20%, passing the limit was not always enough; inconclusive means no clear call, values can overlap the other calls; tested in BHK-21 cells;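 further: 0% = median of neutral control wells and 100% = median of positive control wells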
FN deposit inh – fibronectin deposition inhibition. 350,000 compounds, 0.086% hits. inhibition, % at 12.6 µM. AID 743247. AH1F fibroblasts, Alexa488-fibronectin deposition fluorescence, overnight;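 active means mean inhibition across replicates of 30% or more, regardless of how many single replicates reach that level; inconclusive means mean under 30% yet at least half of replicates reach 30%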;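 further: positive control wells lacked labelled fibronectin entirely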
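Assay system: AH1F fibroblasts assembling fluorescent fibronectin matrix; Amount: 10000 AH1F cells per well; Buffer or medium: DMEM, 2% serum; Probe or stimulus: Alexa488-fibronectin, 24 nM final in well; Doses: single compound dose, delivered by pin transfer; Incubation: 1 h adhesion, overnight exposure; Measured by: fluorescence 485/525 nm; Read-out: fibronectin deposition inhibition.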
PAX8 reporter – PAX8 transcriptional activity inhibition | RMG-I TPO-luciferase reporter, SteadyGlo, 24 h | inhibition, % at 12.6 µM | 360,000 compounds, 1.2% hits;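 active means mean replicate inhibition at least 60% with every replicate also reaching 60%; inconclusive means only one of the two criteria is met; inactive means mean below 60% and not all replicates reaching 60%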;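 further: luciferase light reporting Pax8 driven TPO promoter activity; plate controls were median of neutral control wells for no effect and mitoxantrone controls for full effect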
EWS-Fli block – inhibitors of EWS/Fli oncoprotein transcriptional activity; A673 NR0B1-luciferase reporter, viability-normalised; inhibition, % at 12.6 µM; 350,000 compounds, 0.67% hits; AID 651661;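 active means mean inhibition of at least 50% after viability correction, with every replicate also passing that limit; inconclusive means mean reaches 50% but only one of two replicates passes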;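 further: firefly luciferase signal divided by Alamar Blue viability fluorescence both relative to DMSO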
An asterisk follows results filed as active; ? = inconclusive; nt = no result given; & = joins results of further samples; [ ] = another dose, or the depositor's remark.

SMILES,INS-1E GSIS act,miR-122 sensor,F508del corr,DENV2 CPE,FN deposit inh,PAX8 reporter,EWS-Fli block
COc1ccc(S(=O)(=O)Nc2ccc3c(c2)C(=O)N([C@@H](C)CO)C[C@@H](C)[C@H](CN(C)C(=O)Nc2ccc(F)cc2)O3)cc1,5,2[16.7 µM],1.9,2,nt,1,2
O=C(Cc1ccncc1)NCC[C@@H]1CC[C@@H](NS(=O)(=O)c2ccccc2Cl)[C@H](CO)O1,2,nt,0.5,-2,-3,4,-4
CC(=O)NC(CC(=O)OCC(=O)Nc1ccc2c(c1)OCO2)c1ccccc1 (stereo not drawn),-3,nt,-0.9,3,10,8,7
COc1ccc(C#Cc2ccc([C@@H]3[C@@H](CO)N4CCCCN(Cc5ccncc5)C[C@@H]34)cc2)cc1,7,-2[16.7 µM],-4.0,-27,nt,-106,-10
O=C(NNC(=O)c1ccccc1-c1ccccc1C(=O)O)c1ccccc1,1,-3,2.4,2,0,8,3
CCN(Cc1ccncc1)C(=O)c1cc(COc2ccc(OC)cc2Cl)on1,-11,6,0.5,5,nt,-157,-71
COC(=O)[C@]12C[C@H](CC(=O)NCc3cccc4ccccc34)C(=O)N(CCC3=CCCCC3)C1=C[C@H](C(C)(C)C)O[C@@H]2C,-8,nt,2.0,-12,-7,7,12
O=C(NC(CC1CCCCC1)C(=O)O)c1ccccc1 (stereo not drawn),nt,-3,3.0,nt,-13,6,-19
Cc1ccc(Cn2c(=N)c(C(=O)NCC3CCCO3)cc3c(=O)n4cccc(C)c4nc32)cc1 (stereo not drawn),8,5,3.9,?,14,9,-3
Cc1ccc(S(=O)(=O)c2c[nH]c3cc4c(cc3c2=O)OCO4)cc1,2,nt,-0.4,1,5,-1,-34
C[C@H](CO)N1C[C@H](C)[C@H](CN(C)C(=O)c2cnccn2)Oc2ncc(-c3ccccc3F)cc2C1=O,22,20[16.7 µM],-2.7,-5,4,-10,-5
Cc1c(C(=O)N2CCN(C(=O)c3ccccc3)CC2)oc2ccc(F)cc12,-3,1,-0.1,-1,-13,6,6

Entries above containing four or more nitrogen atoms, in the order listed:
SMILES,INS-1E GSIS act,miR-122 sensor,F508del corr,DENV2 CPE,FN deposit inh,PAX8 reporter,EWS-Fli block
COc1ccc(S(=O)(=O)Nc2ccc3c(c2)C(=O)N([C@@H](C)CO)C[C@@H](C)[C@H](CN(C)C(=O)Nc2ccc(F)cc2)O3)cc1,5,2[16.7 µM],1.9,2,nt,1,2
Cc1ccc(Cn2c(=N)c(C(=O)NCC3CCCO3)cc3c(=O)n4cccc(C)c4nc32)cc1 (stereo not drawn),8,5,3.9,?,14,9,-3
C[C@H](CO)N1C[C@H](C)[C@H](CN(C)C(=O)c2cnccn2)Oc2ncc(-c3ccccc3F)cc2C1=O,22,20[16.7 µM],-2.7,-5,4,-10,-5

Following part.
SMILES,INS-1E GSIS act,miR-122 sensor,F508del corr,DENV2 CPE,FN deposit inh,PAX8 reporter,EWS-Fli block
C[C@H]1CN([C@@H](C)CO)C(=O)CCCn2nncc2CO[C@@H]1CN(C)Cc1cccc(C(F)(F)F)c1,6&-1,-1,2.7&-1.2,?,3&-8,-6&27,2&-3
N#CC1=C(N)NC(SCc2ccccc2)=C(C#N)C12CCCC2,-14,nt,nt,nt,8,0,nt
CCN1CCCc2cc(CN(CCN3CCOCC3)C(=S)Nc3ccccc3C)ccc21,-17,nt,-1.3,9,-12,-18,6
Cc1cnc(CN(C)Cc2c(C(=O)N3CCc4ccccc4C3)nc3ccc(Cl)cn23)[nH]1,-3,-2,-2.7,0,-11,33,-2
CSc1ccc(N2C(=O)NC3(CCCCC3)C2=O)cc1,nt,-7,nt,nt,-2,-137,nt
COc1cc(S(=O)(=O)N2CCN(C)CC2)c(OC)cc1Cl,nt,-4,nt,nt,3,-38,nt
Cc1ccc(C)c(OCC(=O)Nc2ccc(S(=O)(=O)Nc3onc(C)c3C)cc2)c1,11,-3,-2.9,-6,-8,0,-16
O=C(Nc1ccon1)C12CC3CC(C1)CC(n1cnc([N+](=O)[O-])n1)(C3)C2,13,1,-0.7,-1,-5,-22,4
COC(=O)C[C@@H]1CC[C@H]2[C@H](COc3ccc(NC(=O)c4cc(F)cc(F)c4)cc3C(=O)N2C)O1,-1,-17[16.7 µM],-1.0,5,-4,5,-1
O=C(NC1CCCCC1)N1CCN(c2ccc([N+](=O)[O-])cc2)CC1,-27,nt,3.0,?,nt,18,nt
C[C@@H]1CN([C@H](C)CO)C(=O)Cc2cc(NS(=O)(=O)c3ccccc3)ccc2O[C@H]1CN(C)Cc1ccncc1,-11,3[16.7 µM],1.8,2,-3,-10,-2
CCN(C(=O)COC(=O)c1cccnc1Nc1cccc(C(F)(F)F)c1)C1CCS(=O)(=O)C1 (stereo not drawn),45,0,nt,nt,nt,14,1

The results go on:
SMILES,INS-1E GSIS act,miR-122 sensor,F508del corr,DENV2 CPE,FN deposit inh,PAX8 reporter,EWS-Fli block
CC(C)CC1Nc2ncnc(N3CCOCC3)c2N(Cc2ccccc2)C1=O (stereo not drawn),6&21,-6&-1,0.0&-2.9,7&20,5&2,6&-29,10&7
COc1ccc(NC(=O)CN2CCC(C(=O)c3ccc(F)cc3)CC2)c(OC)c1,-44,-11,-0.1,12,15,8,nt
CC(Oc1ccc(Cl)cc1Cl)C(=O)Nc1cccc(O)c1 (stereo not drawn),-26,-3,-2.6,15,17,8,-2
Cc1cn2c(=O)c(C(=O)N3CCN(c4ccccc4F)CC3)cnc2s1,1,0,-1.9,1,-8,-2,-6
Cc1[nH]c2ccccc2c1C(=O)C(C)OC(=O)C1CCC1 (stereo not drawn),-9,nt,-1.2,10,6,-1,6
COc1cccc(-c2ccc([C@@H]3[C@H](CO)N4CCCCN(Cc5cncnc5)C[C@@H]34)cc2)c1,-3,6[16.7 µM],-1.5,nt,nt,-29,-17
COc1ccc(C(=O)Nc2cc(S(=O)(=O)N3CCCCC3)ccc2C)cc1,nt,3,-2.2,-1,10,-21,11
Cc1ccccc1NC(=O)CCCN1C(=O)C2CC=CCC2C1=O (stereo not drawn),9,2,-0.8,?,0,nt,4
Cc1ccc(NC(=O)CCc2ccc(S(=O)(=O)N3CCOCC3)cc2)c(Cl)c1,-5,nt,-1.3,2,3,6,1
Cc1ccccc1CC1CCN(CCCNC(=O)Nc2ccccc2)CC1,-4,-1,-0.8,12,3,25,14
Cn1c(=O)cc(Nc2ccccc2)c2c(=O)n(-c3ccccc3)c(=O)n(-c3ccccc3)c21,-3,1,-0.8,-7,16,2,9
COC(=O)C[C@H]1CC[C@H]2[C@@H](COC[C@H](O)CN2C(=O)Nc2ccccc2OC)O1,3,0[16.7 µM],-3.7,3,2,-11,2

(more compounds)
SMILES,INS-1E GSIS act,miR-122 sensor,F508del corr,DENV2 CPE,FN deposit inh,PAX8 reporter,EWS-Fli block
CCCN(Cc1cc2cc(C)ccc2[nH]c1=O)S(C)(=O)=O,nt,1,nt,nt,-3,4,nt
CCC(C)(C)NC(=O)COc1ccc(OCc2ccccc2)cc1,7,nt,-2.0,-1,0,3,2
COc1cccc2c(=O)c3c(oc12)CCCC3,40,-3,0.4,-4,nt,-3,-5
CCOC(=O)[C@H](CCc1ccccc1)N[C@@H](C)C(=O)N1CCC[C@@H]1C(=O)O,nt,1,2.9,2,-2,8,1
CC1CN(CC(O)COc2ccc(C#N)cc2)CCN1CC(O)COc1ccc(C#N)cc1 (stereo not drawn),15,nt,0.9,-5,3,1,34
COc1ccccc1N(CC(=O)NCCc1ccccc1)C(=O)CCC(=O)Nc1ccccn1,-6,-3,0.3,4,-3,-9,-6
CCCCNC(=O)CSc1nc2cc3c(cc2c(=O)n1Cc1ccco1)OCO3,16,1,-0.2,7,-21,4,1
NC(=S)Nc1nccc(-c2cccs2)n1,17,2,0.5,-3,5,-33,-27
CC(C)C[C@H]1CN(CCCC[C@H]2CNC(=O)C(=O)N2CCc2ccccc2)C(=O)C(=O)N1CCC1CCCCC1,-3,nt,-2.9,-5,-2,-2,0
CC(C)N1CCc2c(sc(NC(=O)c3ccc([N+](=O)[O-])o3)c2C(N)=O)C1,-31,-6,15*,-3,18,96*,36
O=C(Cn1cnc([N+](=O)[O-])c1)Nc1ccccc1C(F)(F)F,7,6,-2.0,0,-4,20,1
COc1ccc(NC(=O)c2cccs2)cc1NC(=O)c1ccco1,nt,-2,nt,nt,-2,7,nt

Single records, as listed above. Values in the order: INS-1E GSIS act | miR-122 sensor | F508del corr | DENV2 CPE | FN deposit inh | PAX8 reporter | EWS-Fli block
`O=C(NC(CC1CCCCC1)C(=O)O)c1ccccc1` (stereo not drawn) is entered as nt | -3 | 3.0 | nt | -13 | 6 | -19
`Cc1cn2c(=O)c(C(=O)N3CCN(c4ccccc4F)CC3)cnc2s1` is entered as 1 | 0 | -1.9 | 1 | -8 | -2 | -6

New compounds follow:
SMILES,INS-1E GSIS act,miR-122 sensor,F508del corr,DENV2 CPE,FN deposit inh,PAX8 reporter,EWS-Fli block
O=C(CSc1ccc2nnc(-c3ccccn3)n2n1)Nc1cccc(F)c1,6,3,-1.4,-1,1,6,2
CCOc1ccc(NC(=O)CSc2nnc(Cc3cccn3C)n2-c2ccc(F)cc2)cc1,4,-11,-1.4,-6,3,12,0
COc1cccc(CNC(=O)COC(=O)CCc2cc(OC)c(OC)c(OC)c2)c1,27,-3,-1.3,4,2,-7,0
CN1/C(=C\C(=O)Nc2ccc(F)cc2)C(C)(C)c2ccccc21,-8,nt,nt,nt,-3,-14,nt
O=C(CNC(=O)c1ccc(N2C(=O)c3ccccc3C2=O)cc1)OCC(=O)c1cccc2ccccc12,30,0,nt,nt,16,-12,nt
CN1CCN(c2ccccc2NC(=O)c2ccc(N3CCCCC3)c([N+](=O)[O-])c2)CC1,-2,-6,2.5,0,-31,-8,14
COc1cc(OC)c2c(-c3ccccc3)cc(=O)oc2c1C(CCN1CCCC1)c1ccc2c(c1)OCO2 (stereo not drawn),-29,46,0.3,-1,-1,7,-3
Cc1nc(C)c(C(=O)Nc2ccccc2-c2ccccc2)o1,9,-5,nt,nt,5,nt,nt
C[C@@H]1CN([C@H](C)CO)C(=O)c2c(c3ccccc3n2C)-c2ccccc2CO[C@H]1CN(C)C(=O)c1ccc(F)cc1,-15,nt,-0.1,-7,3,nt,-7
C[C@@H]1CCCCO[C@@H](CN(C)Cc2ccc3c(c2)OCO3)[C@H](C)CN([C@H](C)CO)C(=O)c2cc(NC(=O)Cc3ccccc3)ccc2O1,-22,24[16.7 µM],3.8,12,nt,13,12

The order is random. About 3.9% of those tested had a hit in this group.
